# CHRM5 antagonist: CHRM5 antagonism in calcium assay; CHO-hM5 cells, Fluo-8 calcium fluorescence, ACh EC80; 0.59% of 360,000 active; P08912; inhibition, % at 3 µM;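 active = inhibition above a per-plate cutoff, the mean of that plate's test compounds plus 3 SD, cut at about 27% in these data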;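 also: 0% = acetylcholine EC80 with DMSO and 100% = DMSO without agonist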
# M1 ag: agonists of human M1 muscarinic receptor | CHO-K1 hM1, Fluo-8 calcium fluorescence, agonist mode; 0% DMSO, 100% acetylcholine EC100 | activation, % at 3 µM | 0.33% of 360,000 active;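 active = activation above the run's mean compound activation plus 3 SD, cut at about 16% in these data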;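 also: peak over basal fluorescence ratio within a 140 s kinetic read after compound addition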
# CHRM1 antagonist: blocks human M1 muscarinic receptor; AID 588852; P11229; 1.3% of 360,000 active; CHO-K1 hM1, Fluo-8 calcium fluorescence, ACh EC80 antagonist; inhibition, % at 3 µM;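 active = percent inhibition above its own plate's cutoff, namely the mean of that plate's compound wells plus 3 SD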;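 also: peak over basal fluorescence ratio during 140 s after agonist addition; 0% = ACh EC80 plus DMSO and 100% = DMSO alone without agonist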
# M5 ag: CHRM5 agonism in calcium assay. 0.19% of 360,000 active. activation, % at 3 µM. AID 624037. CHO-K1 hM5 cells, Fluo-8 calcium fluorescence; 0% DMSO wells, 100% maximal acetylcholine response. P08912;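 active = activation above the run's mean over test compounds plus 3 SD, cut at about 23% in these data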;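 also: signal is peak over basal fluorescence ratio across the kinetic read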
# M5 PAM: positive allosteric modulators of human muscarinic M5 receptor; CHO-K1 hM5, Fluo-8 calcium, ACh EC20 PAM; 0% = ACh EC20, 100% = ACh EC100; activation, % at 3 µM; 0.3% of 360,000 active; AID 624038;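 active = activation above the run cutoff, the mean activation of all test compounds plus 3 SD, cut at about 18% in these data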
#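 Probe or stimulus: acetylcholine, EC20 level; Assay system: human M5 receptor in CHO-K1 cells; Schedule: compound preincubation 140 s before EC20 acetylcholine addition; Technique: intracellular calcium via Fluo-8 fluorescence; Dosing: single-point, 3 µM nominal; Read-out basis: percent activation from peak-over-basal fluorescence ratio, scaled EC20-to-EC100 acetylcholine; Repeats: one well per compound, no replicates.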
# M1 PAM: positive allosteric modulators of human M1 muscarinic receptor. CHO-K1 hM1, Fluo-8 calcium fluorescence, ACh EC20; 0% = ACh EC20, 100% = maximal ACh. activation, % at 3 µM. 0.088% of 360,000 active; in the data active = activation above about 19%, passing the limit was not always enough
# TAAR1 agonist: human TAAR1 agonism. Q96RJ0. CHO RD-HGA16 TAAR1, Fluo-8 calcium fluorescence; vehicle wells 0%, saturating PEA agonist 100%. activation, % at 3 µM. 0.99% of 360,000 active. AID 624467;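 active = activation above the mean activation of all test compounds in the run plus 3 SD, cut at about 38% in these data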
# Target sequence (Q96RJ0 whole entry, looked up): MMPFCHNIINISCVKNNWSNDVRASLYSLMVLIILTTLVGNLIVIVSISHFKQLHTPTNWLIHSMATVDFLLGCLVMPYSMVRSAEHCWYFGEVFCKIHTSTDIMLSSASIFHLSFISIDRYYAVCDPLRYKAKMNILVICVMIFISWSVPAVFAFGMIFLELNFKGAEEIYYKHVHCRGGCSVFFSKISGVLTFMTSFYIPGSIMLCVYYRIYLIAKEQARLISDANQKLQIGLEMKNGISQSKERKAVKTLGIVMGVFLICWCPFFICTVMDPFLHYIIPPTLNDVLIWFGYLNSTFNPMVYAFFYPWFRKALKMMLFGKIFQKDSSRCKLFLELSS
#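 Repeats: no replicates (n 1) | Material: CHO-derived RD-HGA16 cells with stable Gα16 and human TAAR1 | Technique: Kinetic Fluo-8 calcium fluorescence | Schedule: 17-24 h seeding, 75 min 37 °C dye, 30 min RT | Evaluation: % activation from peak over basal fluorescence ratio, DMSO-to-PEA scaled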
# M4 antag: CHRM4 antagonism in calcium assay; inhibition, % at 3 µM; 0.73% of 360,000 active; AID 624125; CHO-hM4 cells, ACh EC80, Fluo-8 calcium fluorescence; P08173;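 active = inhibition above its plate's cutoff, the mean inhibition of sample wells plus 3 SD, cut at about 27% in these data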;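 also: 0% = acetylcholine EC80 with DMSO and 100% = DMSO without agonist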
# Target sequence (P08173 whole entry, looked up): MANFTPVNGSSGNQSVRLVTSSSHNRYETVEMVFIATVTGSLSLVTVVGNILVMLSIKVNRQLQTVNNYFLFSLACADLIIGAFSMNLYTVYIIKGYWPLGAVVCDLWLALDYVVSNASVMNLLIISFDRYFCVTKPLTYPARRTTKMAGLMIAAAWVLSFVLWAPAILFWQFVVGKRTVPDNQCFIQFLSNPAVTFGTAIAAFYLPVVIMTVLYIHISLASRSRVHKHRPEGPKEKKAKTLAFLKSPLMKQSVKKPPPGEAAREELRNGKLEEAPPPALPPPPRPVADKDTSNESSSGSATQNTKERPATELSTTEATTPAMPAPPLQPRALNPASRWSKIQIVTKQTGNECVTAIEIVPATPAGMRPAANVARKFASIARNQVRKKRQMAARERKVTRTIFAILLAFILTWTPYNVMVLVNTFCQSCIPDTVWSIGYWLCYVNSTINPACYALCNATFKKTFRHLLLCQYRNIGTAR
# CHRM4 agonist: agonists of human muscarinic M4 receptor (CHRM4). P08173. CHO-K1 hM4/Gqi5, Fluo-8 calcium fluorescence; vehicle 0%, full acetylcholine response 100%. activation, % at 3 µM. 0.14% of 360,000 active. AID 624127;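 active = activation above the run mean over all test wells plus 3 SD, cut at about 32% in these data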;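 also: peak over basal fluorescence ratio per well then scaled between controls; 0% = DMSO wells and 100% = acetylcholine at EC100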
# An asterisk follows results filed as active.
item	SMILES	CHRM5 antagonist	M1 ag	CHRM1 antagonist	M5 ag	M5 PAM
1	Cc1cc(C(=O)CCl)c(C)n1CC1COc2ccccc2O1 (stereo unspecified)	11	-4	-5	-3	-8
2	CCOc1ccc(-c2nc(N)ncc2Oc2cccc(OC)c2)c(O)c1	-6	-4	7	-7	5
3	Cc1ccc(NC(=O)[C@H](NC(=O)[C@@H]2Cc3ccccc3CN2)c2ccccc2)c(C)c1	-8	-3	-15	-5	2
4	COCCCNc1nc2c(-c3cccc(C)c3)nnn2c2ccc(Cl)cc12	2	-3	-5	-3	-5
5	CCCCc1oc2c(c(=O)c1C)C(=O)CC(c1ccccc1)C2 (stereo unspecified)	2	4	-1	2	-6
6	COCCNc1nc(NC(C)C)nc2ccsc12	4	-6	0	0	-4
7	Cc1cccc(-n2nnc(C(=O)NC3CCCc4ccccc43)c2N)c1 (stereo unspecified)	4	-2	-8	-10	-5
8	CCCCOc1cccc(C2/C(=C(/O)c3ccc4c(c3)CC(C)O4)C(=O)C(=O)N2CCN2CCOCC2)c1 (stereo unspecified)	2	-2	-6	-4	0

item	M1 PAM	TAAR1 agonist	M4 antag	CHRM4 agonist
1	5	10	-1	3
2	-4	10	-3	-1
3	8	2	6	1
4	7	3	-13	0
5	3	7	-2	0
6	-4	16	13	3
7	5	1	-11	2
8	3	2	6	3

# The list goes on.
item	SMILES	CHRM5 antagonist	M1 ag	CHRM1 antagonist	M5 ag	M5 PAM
9	O=C(CN(Cc1cccs1)C(=O)CNS(=O)(=O)c1ccccc1)NC1CCCC1	2	-6	-12	1	-5
10	Cc1cc(=O)[nH]c(N/N=C2/CCCC/C2=C\c2ccccc2)n1	-11	-4	-13	-1	7
11	CC12CCC(=O)N1C(C(=O)NNC(=O)c1ccc(Br)cc1)CS2 (stereo unspecified)	0	-3	-1	4	0
12	OCC1N=C(c2ccccn2)OC1c1ccccc1 (stereo unspecified)	-1	-2	-13	4	-6
13	CC(C)(C)c1[nH]nc2c1C(C1C=CCCC1)C(C#N)=C(N)O2 (stereo unspecified)	-4	-5	-9	0	1
14	O=C(NCCCc1ccccc1)C1CC(=O)N(c2ccc3c(c2)OCCO3)C1 (stereo unspecified)	-8	-5	7	-3	0
15	COc1ccc(C(CNC(=O)CNC(=O)c2cccc(Cl)c2)N2CCCC2)cc1 (stereo unspecified)	-12	-8	3	1	15
16	CC(=O)N1c2ccc(S(=O)(=O)NCCC(=O)NC3CCC(C)CC3)cc2CC1C (stereo unspecified)	0	0	-16	1	5

item	M1 PAM	TAAR1 agonist	M4 antag	CHRM4 agonist
9	7	3	-2	1
10	11	0	1	1
11	7	5	-14	1
12	4	2	-4	0
13	15	13	-1	-1
14	-6	2	-1	0
15	3	1	-9	3
16	12	0	0	1

# (further entries)
item	SMILES	CHRM5 antagonist	M1 ag	CHRM1 antagonist	M5 ag	M5 PAM
17	COc1cc(/C=N/Nc2nc(C)nc3c2cnn3-c2ccccc2)ccc1O	13	-5	14	4	-5
18	COc1ccc(CNC(=O)CN2CCC(C(=O)c3ccc(OC)cc3)CC2)cc1	-5	-8	-3	4	3
19	CN(C)S(=O)(=O)c1cccc(NC(=O)C2CCCN(C(=O)c3ccc(Cl)cc3)C2)c1 (stereo unspecified)	16	-2	4	3	1
20	COc1ccccc1CNC(=O)CNC(=O)N1CC(=O)Nc2ccccc21	9	-2	-16	-1	-3
21	COCCCNc1nc2c(-c3cccc(C)c3)nnn2c2ccccc12	6	0	-7	1	-8
22	CCCN1C(=O)c2ccccc2NC1c1ccc(Br)cc1 (stereo unspecified)	27	-5	-5	-8	17
23	Cc1ccccc1NC(=S)N(C)CCc1ccccn1	-7	-3	1	-1	2
24	FC(F)Sc1ccc(-n2cc(-c3ccccc3)[n+]3c2CCC3)cc1	15	-12	70*	-7	-12

item	M1 PAM	TAAR1 agonist	M4 antag	CHRM4 agonist
17	-5	8	-9	7
18	-2	4	16	10
19	-6	6	-14	11
20	13	1	5	0
21	5	2	-1	12
22	9	-1	-13	2
23	0	58*	-1	2
24	-26	24	8	1

# Going on with the list:
item	SMILES	CHRM5 antagonist	M1 ag	CHRM1 antagonist	M5 ag	M5 PAM
25	Nc1nc(SCC(=O)Nc2ccccc2Sc2ccccc2)n[nH]1	8	-3	0	1	-2
26	COc1cccc(C(C)(O)c2nc(-c3ccc(F)cc3OC)cs2)c1 (stereo unspecified)	1	-3	11	-2	-1
27	OCCNC(=S)Nc1cc(Cl)cc(Cl)c1	26	1	4	2	-12
28	CC(C)c1ccc(NC(=O)COC(=O)c2ccc(CN3CCCC3=O)cc2)cc1	11	-6	-6	-6	2
29	NS(=O)(=O)c1ccc(NNC(=O)c2ccccc2C(=O)O)cc1	3	-3	3	5	3
30	Cc1ccc(C)c(NC(=O)CN(C)C(=O)c2ccccc2OCc2ccccc2Cl)c1	8	-3	2	-6	-12
31	COc1cccc(C(=O)NNC(=O)C(=O)Nc2ccc(C)c(Cl)c2)c1	4	4	-3	-1	6
32	O=C1NC[C@@H](Cc2ccc(O)cc2)N(CCc2cccc(F)c2)C1=O	10	-4	-3	0	9

item	M1 PAM	TAAR1 agonist	M4 antag	CHRM4 agonist
25	2	4	7	1
26	-6	0	-8	-2
27	-3	8	-1	5
28	0	3	-5	7
29	-2	7	5	0
30	1	1	-7	6
31	8	-4	-4	2
32	1	0	10	-1

# Following part:
item	SMILES	CHRM5 antagonist	M1 ag	CHRM1 antagonist	M5 ag	M5 PAM
33	Cc1cc(N2CCN(C(=O)c3ccco3)CC2)n2ncnc2n1	-1	-3	-15	-1	5
34	CC(=NNC(=S)N1CCCCCC1)c1ccccn1	12	0	-10	-3	-10
35	Cc1ccccc1NC(=O)CN1C(=O)CSc2ccccc21	-4	-3	-29	3	5
36	O=C(Cc1ccccc1F)OCN1C(=O)c2ccccc2C1=O	-4	-2	6	-3	2
37	O=C(NCC1CCCN1S(=O)(=O)c1cccs1)c1ccccc1F (stereo unspecified)	9	-3	0	1	0
38	Nc1ncnc2c1C1(CCCCC1)Cc1ccccc1-2	-3	-1	-14	3	0
39	CC(=O)Nc1cccc(/C(C)=N/NS(=O)(=O)c2ccc(C)cc2)c1	-5	-2	8	1	-1
40	Cc1cc(NC(=O)CSc2nnc(C3CC3)n2N)c([N+](=O)[O-])cc1C	12	-3	-8	-2	-6

item	M1 PAM	TAAR1 agonist	M4 antag	CHRM4 agonist
33	12	13	-6	2
34	16	5	0	1
35	8	-1	6	0
36	-1	1	1	2
37	2	6	-1	1
38	7	8	-9	1
39	-8	12	10	0
40	7	6	-2	1

# 8 compounds already listed, ordered by heavy-atom count, high to low:
item	SMILES	CHRM5 antagonist	M1 ag	CHRM1 antagonist	M5 ag	M5 PAM
8	CCCCOc1cccc(C2/C(=C(/O)c3ccc4c(c3)CC(C)O4)C(=O)C(=O)N2CCN2CCOCC2)c1 (stereo unspecified)	2	-2	-6	-4	0
28	CC(C)c1ccc(NC(=O)COC(=O)c2ccc(CN3CCCC3=O)cc2)cc1	11	-6	-6	-6	2
14	O=C(NCCCc1ccccc1)C1CC(=O)N(c2ccc3c(c2)OCCO3)C1 (stereo unspecified)	-8	-5	7	-3	0
24	FC(F)Sc1ccc(-n2cc(-c3ccccc3)[n+]3c2CCC3)cc1	15	-12	70*	-7	-12
11	CC12CCC(=O)N1C(C(=O)NNC(=O)c1ccc(Br)cc1)CS2 (stereo unspecified)	0	-3	-1	4	0
35	Cc1ccccc1NC(=O)CN1C(=O)CSc2ccccc21	-4	-3	-29	3	5
23	Cc1ccccc1NC(=S)N(C)CCc1ccccn1	-7	-3	1	-1	2
6	COCCNc1nc(NC(C)C)nc2ccsc12	4	-6	0	0	-4

item	M1 PAM	TAAR1 agonist	M4 antag	CHRM4 agonist
8	3	2	6	3
28	0	3	-5	7
14	-6	2	-1	0
24	-26	24	8	1
11	7	5	-14	1
35	8	-1	6	0
23	0	58*	-1	2
6	-4	16	13	3

# Continuation.
item	SMILES	CHRM5 antagonist	M1 ag	CHRM1 antagonist	M5 ag	M5 PAM
41	COc1cccc(C(=O)COC(=O)C(C)N2C(=O)c3ccccc3C2=O)c1 (stereo unspecified)	5	8	-16	1	1
42	O=C(COC(=O)c1ccccc1Nc1ccccc1F)c1ccccc1	6	-4	3	0	-2
43	Cc1ccc(C)c(N(CC(=O)NC2CCCCC2)C(=O)c2snc(C(N)=O)c2N)c1	3	0	-1	2	3
44	CC(C)(C)OC(=O)NCCOC(=O)c1[nH]cnc1C(=O)NCc1ccccc1	6	0	-4	5	4
45	COc1cc2[nH]c(=O)n(CCC(=O)NCCCN3CCN(c4ccccc4F)CC3)c(=O)c2cc1OC	-4	-6	-12	-4	3
46	COc1ccc(CN(CCNC(=O)CCCCC(=O)NCCN(Cc2ccc(OC)cc2)C(C)C)C(C)C)cc1	48*	-7	73*	-21	-31
47	Cc1cc(C)cc(N(C(=O)CNS(=O)(=O)c2ccccc2)C(C(=O)NCc2ccccc2)c2ccc(C)o2)c1 (stereo unspecified)	-1	-5	-10	2	2
48	COc1ccc(S(=O)(=O)N2N=C(c3ccc(NS(C)(=O)=O)cc3)CC2c2ccco2)cc1 (stereo unspecified)	-6	-2	7	-1	0

item	M1 PAM	TAAR1 agonist	M4 antag	CHRM4 agonist
41	16	12	4	5
42	1	4	-3	0
43	4	2	1	5
44	1	9	-2	3
45	4	2	-5	0
46	-26	-1	82*	0
47	12	0	-11	1
48	-6	5	-11	3

# Next section
item	SMILES	CHRM5 antagonist	M1 ag	CHRM1 antagonist	M5 ag	M5 PAM
49	C/C(=N\NC(=S)Nc1cccc(C)c1)c1ccccc1	1	-4	-13	-4	-6
50	CCn1c(=O)cc(SCC(=O)Nc2cccc(SC)c2)c2ccccc21	-2	-3	-4	-3	7
51	C=C(C)c1ccccc1	-6	-3	-4	-1	-2
52	Oc1ccc(N=Nc2nc(-c3ccccc3)c(-c3ccccc3)[nH]2)cc1	9	-8	1	-1	-3
53	C[C@H](CO)N1C[C@H](C)[C@@H](CN(C)Cc2ccc(Cl)c(Cl)c2)OCCCC[C@H](C)Oc2ccc(NC(=O)CCC(F)(F)F)cc2C1=O	-1	-8	-6	-1	0
54	Cc1cc(=O)cc(C)n1-c1ccc2c(c1)nc(C)n2-c1ccccc1	2	-2	-8	0	4
55	CC(=O)Nc1ccc(S(=O)(=O)NCC(=O)OCC(=O)c2cc(C)n(-c3ccc4c(c3)OCO4)c2C)cc1	0	-11	7	-4	2
56	CCOC(=O)C1=C(C)NC2=C(C(=O)c3ccccc32)C1c1cccnc1 (stereo unspecified)	1	-3	6	0	-10

item	M1 PAM	TAAR1 agonist	M4 antag	CHRM4 agonist
49	0	6	-1	0
50	2	12	-1	0
51	3	2	-17	1
52	1	-2	8	0
53	0	-1	-11	0
54	0	13	3	1
55	5	1	-6	4
56	-4	1	7	7

# Source: PubChem (The Scripps Research Institute Molecular Screening Center)

# Some of the compounds tested; the hit share may differ from the screen's.
